Screening results as filed in PubChem BioAssay.
D1 antagonist = antagonists of human D1 dopamine receptor | activity change, negative = inhibition, % at 10 µM | HEK293 TREx D1 cells, calcium flux, dopamine EC80; active compounds read low | AID 504652 | 360,000 compounds, 3.2% hits | P21728; in the data active means activity change below about -30%; further: on the % scale 0 is the no-effect control and ±100 the full control effect
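Allosteric or orthosteric antagonism assessed as attenuation of the calcium response to EC80 dopamine, added 180 s after compound, in induced HEK293 Trex D1 cells loaded with no-wash calcium dye.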
D2 PAM = positively modulates the human D2 dopamine receptor allosterically | HEK293 T-REx D2, calcium flux, EC20 dopamine potentiation | potentiation, % at 10 µM | 340,000 compounds, 0.34% hits;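 active means potentiation over 3 SD above the plate norm, cut at about 30% in these data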; further: 0% is about no effect
Target sequence (P14416 whole entry, looked up): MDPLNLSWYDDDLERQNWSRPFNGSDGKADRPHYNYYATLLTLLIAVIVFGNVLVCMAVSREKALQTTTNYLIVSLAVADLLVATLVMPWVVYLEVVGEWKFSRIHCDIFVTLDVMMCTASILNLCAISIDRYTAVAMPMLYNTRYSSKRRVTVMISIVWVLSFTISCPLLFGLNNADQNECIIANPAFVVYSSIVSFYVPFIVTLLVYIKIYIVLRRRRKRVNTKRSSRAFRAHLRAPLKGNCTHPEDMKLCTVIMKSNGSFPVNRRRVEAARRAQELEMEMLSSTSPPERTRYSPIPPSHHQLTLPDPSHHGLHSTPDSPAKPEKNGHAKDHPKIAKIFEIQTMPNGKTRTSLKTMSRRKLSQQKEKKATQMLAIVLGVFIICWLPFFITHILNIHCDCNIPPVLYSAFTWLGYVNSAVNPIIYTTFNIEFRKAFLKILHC
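Primary screen. Calcium kinetics in induced HEK293 T-REx D2 cells: compound pre-addition 180 s, EC20 dopamine, 180 s more.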
D1 PAM = enhances dopamine response at the human D1 receptor; potentiation, % at 10 µM; HEK293 TREx D1 cells, calcium flux, dopamine EC20 potentiation; 360,000 compounds, 0.036% hits; in the data active means potentiation above about 30%; further: 0% is about no effect
RXFP1 antag = blocks the human relaxin receptor RXFP1; Q9HBX9; 350,000 compounds, 0.59% hits; HEK293-RXFP1, relaxin-stimulated cAMP HTRF, 30 min; active compounds read low; activity change, negative = inhibition, % at 57.5 µM;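 active means activity change of -60% or lower, but not beyond a set lower limit; inconclusive means change between -60% and -40%, or beyond the set limit; inactive means change above -40%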; further: on the % scale 0 is the no-effect control and ±100 the full control effect
TRHR enhancer = TRH receptor (human) allosteric enhancement; P34981; TRHR cells, fluo-8 calcium fluorescence, EC20 TRH enhancement; enhancement, % at 2 µM; 360,000 compounds, 0.66% hits; in the data active means enhancement above about 30%; further: 0% is about no effect
Target sequence (P34981 whole entry, looked up): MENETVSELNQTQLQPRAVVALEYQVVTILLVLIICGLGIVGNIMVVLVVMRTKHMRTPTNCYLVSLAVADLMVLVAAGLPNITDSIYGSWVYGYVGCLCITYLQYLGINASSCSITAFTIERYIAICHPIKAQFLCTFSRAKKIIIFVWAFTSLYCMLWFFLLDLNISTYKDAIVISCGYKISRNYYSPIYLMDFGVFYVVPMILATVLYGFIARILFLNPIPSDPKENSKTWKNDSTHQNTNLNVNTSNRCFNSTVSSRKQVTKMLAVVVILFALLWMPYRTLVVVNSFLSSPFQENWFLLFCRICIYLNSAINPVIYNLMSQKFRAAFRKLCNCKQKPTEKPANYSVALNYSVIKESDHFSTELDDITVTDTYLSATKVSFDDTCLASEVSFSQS
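TRHR-expressing cells loaded with fluo-8 calcium dye were read kinetically (ex 480/em 530) during compound addition, then stimulated with an EC20 of TRH (10 nM final). Enhancement of the Gq-mediated intracellular calcium response was scored.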
D1 agonist = activates the human D1 dopamine receptor. 360,000 compounds, 1% hits. AID 504660. HEK293 T-REx D1 cells, calcium flux, agonist mode. P21728. activation, % at 2 µM; in the data active means activation above about 30%; further: 0% is about no effect
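Tetracycline-induced HEK293 TREx D1 cells, force-coupled to calcium signalling, were dye-loaded with a no-wash calcium kit. Compound was pin-added after a 10 s baseline. Fluorescence was read kinetically at 1 cycle/s for 180 s, with calcium rises flagged as agonism.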
D2 agonist = activates the human D2 dopamine receptor; P14416; HEK293 T-REx D2 cells, calcium flux agonist mode; activation, % at 2 µM; 340,000 compounds, 0.53% hits; AID 485358;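 active means activation over 3 SD above normal in the single-dose calcium agonist read, cut at about 30% in these data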; further: 0% is about no effect
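Tetracycline-induced HEK293 Trex cells with D2 receptor force-coupled to calcium signaling, plated overnight at 30 C and loaded with no-wash calcium dye. Calcium flux read kinetically for 180 s after compound addition; responses flag agonists.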
D2 antagonist = antagonists of human D2 dopamine receptor. P14416. HEK293 TREx D2 cells, calcium flux, dopamine EC80. inhibition, % at 10 µM. 340,000 compounds, 2% hits. AID 485344; in the data active means inhibition above about 30%; further: 0% is about no effect
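Inhibition of EC80 dopamine-driven calcium flux, recorded kinetically, defines activity here; cells are a tetracycline-induced HEK293 T-REx line expressing force-coupled D2.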
RXFP1 agonist = agonists of human relaxin receptor RXFP1; HEK293T-RXFP1 cAMP TR-FRET, 30 min; response scale: percent of porcine relaxin response, buffer zero; Potency, µM (highest dose often 57.5 µM), for inactives: top-dose activation, most hits filed as activators; 370,000 compounds, 0.3% hits; active means well fitted activation curve with a large enough effect; inconclusive means small, poorly fitted or top-dose-only effect; further: potency means the concentration at half of the fitted maximal effect; on the % scale 0 is the no-effect control and ±100 the full control effect; nearly all actives have a fitted effect of over 60% in size; many of its hits are not listed in these tables
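Agonist response is measured as cAMP accumulation in an RXFP1-transfected HEK293T line under PDE4 inhibition. Values are scaled between buffer-only and 29 nM porcine relaxin, and EC50s come from standard Hill equation fits.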
The depositor's hits bear a star; ? = inconclusive; / = not tested or not shown. Only part of the results is shown, so the mix of outcomes need not match the whole.

structure,D1 antagonist,D2 PAM,D1 PAM,RXFP1 antag,TRHR enhancer,D1 agonist,D2 agonist,D2 antagonist,RXFP1 agonist
O=C(Cn1c(C(F)(F)F)nc2ccccc21)c1ccccc1,5,1,-1,-29,1,0,-1.9,6,0.0%
O=C(Cc1cccs1)N(Cc1ccco1)C1(C(=O)NC2CCCC2)CCCCC1,2,/,-4,7,-8,5,/,/,1.0%
c1ccc2[nH]c(CN3CCCCC3)nc2c1,/,/,-2,-14,-1,0,/,/,1.3%
O=P(O)(CCc1ccccc1)CN1CCCCC1,4,15,1,-4,-4,2,-0.7,-5,-1.0%
Nc1cc(N)nc(SCc2cc(=O)oc3cc4c(cc23)CCC4)n1,0,3,-4,-9,5,1,0.1,-9,0.0%
Cc1cc(C)c2nc(N(CCCN(C)C)C(=O)c3ccc4c(c3)CCCC4)sc2c1,25,-30,14,-38,33*,4,1.0,15,-0.6%
CCOc1ccc(-c2cc(C(=O)OC)[nH]n2)cc1,3,6,1,-25,8,4,-4.6,-2,0.6%
Cc1cccc(Nc2nc3c(s2)CCCC3)c1,3,6,-3,-22,3,2,-0.5,-5,7.3%
Cc1[nH]n(-c2nc(-c3cccc([N+](=O)[O-])c3)cs2)c(=O)c1C,-3,-6,-1,/,3,-1,2.4,4,1.0%
COCc1nnc(NC(=O)c2cccc(NC(=O)C(C)C)c2)s1,8,11,-4,9,10,1,0.1,0,4.0%
O=C(CCl)Nc1cccc(CP(=O)(c2ccccc2)c2ccccc2)c1,12,1,-3,-12,1,0,-0.1,1,0.7%
CCc1ccc(CN(C)C(=O)c2ccc3c(=O)n4c(nc3c2)CCC4)cc1,-2,0,-5,5,6,3,-0.2,-16,3.3%
CC(OC(=O)COc1ccccc1Cc1ccccc1)C(=O)N(C)c1ccccc1 (stereo not drawn),9,0,-1,0,3,10,0.2,-3,0.5%
O=C(CNC(=O)COc1ccccc1)NCCN1CCOCC1,1,-10,6,1,0,-1,0.1,-8,-1.5%
Cc1csc(NC(=O)CSc2nnc(C)s2)n1,1,0,-1,9,-7,1,0.1,-14,-1.0%
Cc1cc(NS(=O)(=O)c2ccc(N3C(=O)C4C5C=CC(C5)C4C3=O)cc2)nc(C)n1 (stereo not drawn),13,-3,-1,9,0,2,0.7,1,-0.1%
Cc1ccc(S(=O)(=O)CC(=O)Nc2sc(C)c(C)c2C(N)=O)cc1,-1,1,-11,9,4,22,0.1,-19,3.3%
COc1ccc(C)cc1S(=O)(=O)N1CCCCCC1,4,-3,4,-2,1,0,-1.0,-7,0.0%
CCC(=O)Nc1ccc(CC)cc1-c1nc2ccccc2n(CC(=O)c2ccc(OC)cc2)c1=O,-3,-2,2,-8,2,0,1.1,/,-4.7%
CC1CN(C(=O)Cn2cnc3c2c(=O)n(C)c(=O)n3C)CC(C)O1 (stereo not drawn),-8,16,-1,1,6,-2,0.4,-5,1.8%
CCOC(=O)N1CCN(CCC(=O)Nc2cc(OC)ccc2OC)CC1,12,3,-2,-3,0,8,-0.6,-6,-0.4%
Cc1ccc(NC(=O)C2COc3ccccc3O2)cc1C (stereo not drawn),-19,7,1,-4,-5,2,-2.5,-2,0.0%
CN1CCN(S(=O)(=O)c2ccc(NC(=O)Cc3ccc([N+](=O)[O-])cc3)cc2)CC1,18,-1,-9,-23,-4,22,0.7,0,0.9%
O=C1CCCC2=C1C1(CCCCC1)N=C(Nc1nc3ccccc3s1)N2,-11,15,-2,3,3,1,-0.1,-23,1.0%
COc1cccc(CNn2c(-c3cccc(C)c3)nc3ccccc3c2=O)c1O,0,1,-5,-10,-6,3,-1.9,6,-1.7%
CC(C(=O)N1CCN(C)CC1)N1C(=O)c2ccccc2C1=O (stereo not drawn),9,9,1,1,0,4,0.4,-14,3.3%
COc1ccccc1CN1CCNC(=O)C1CC(=O)NCc1c(C)n[nH]c1C (stereo not drawn),12,-2,3,-18,0,1,0.1,13,-1.2%
CC12CCC(C/C1=N/NC(=O)Nc1ccccc1)C2(C)C (stereo not drawn),1,-4,3,9,2,6,2.4,21,2.6%
CCCCNS(=O)(=O)c1ccc2nc(SCC(=O)N3CC(C)OC(C)C3)[nH]c2c1 (stereo not drawn),5,/,-1,-3,-5,0,/,/,-0.2%
CCCCNC(=O)c1ccc2c(=O)n(Cc3ccc(OC)cc3)c(=O)[nH]c2c1,8,/,-1,/,2,2,0.1,/,2.1%
O=C(CSc1ccc(S(=O)(=O)N2CCCCC2)cn1)Nc1ccccc1Br,-8,10,-3,-14,3,4,-0.9,3,2.9%
Cc1cccc(/C=C(\C#N)C(=O)Nc2ccccn2)c1,24,14,-2,7,-5,5,0.1,-22,4.4%
CCOC(=O)N1CCN(S(=O)(=O)c2ccc(F)cc2)CC1,-26,-8,-1,5,-3,3,-0.6,3,1.3%
COC(=O)c1c(C(=O)OC)c2n(c1C)CCS2,-2,-3,-5,5,-5,0,0.3,-1,-1.1%
O=C(c1ccc(Cn2c(=S)[nH]c3ccc(Br)cc3c2=O)cc1)N1CCN(C2CCCCC2)CC1,5,/,-5,0,0,-1,1.0,-6,0.2%
CC1(C)SC2c3ccccc3C(=O)N2[C@@H]1C(=O)NCCCN1CCOCC1 (stereo partly drawn),-3,/,-5,-3,3,0,/,/,-0.3%

The final 4 compounds of the section before lead into the next:
structure,D1 antagonist,D2 PAM,D1 PAM,RXFP1 antag,TRHR enhancer,D1 agonist,D2 agonist,D2 antagonist,RXFP1 agonist
CCOC(=O)N1CCN(S(=O)(=O)c2ccc(F)cc2)CC1,-26,-8,-1,5,-3,3,-0.6,3,1.3%
COC(=O)c1c(C(=O)OC)c2n(c1C)CCS2,-2,-3,-5,5,-5,0,0.3,-1,-1.1%
O=C(c1ccc(Cn2c(=S)[nH]c3ccc(Br)cc3c2=O)cc1)N1CCN(C2CCCCC2)CC1,5,/,-5,0,0,-1,1.0,-6,0.2%
CC1(C)SC2c3ccccc3C(=O)N2[C@@H]1C(=O)NCCCN1CCOCC1 (stereo partly drawn),-3,/,-5,-3,3,0,/,/,-0.3%
CN(CC(=O)Nc1ccc(N2CCOCC2)cc1)C(=O)c1ccc(O)c(Cl)c1,6,-18,1,-11,5,3,0.0,-2,0.6%
O=C(CSc1nnc(NC(=O)C2CC(=O)N(c3ccccc3)C2)s1)NCc1ccco1 (stereo not drawn),9,11,-9,8,0,4,-0.4,-9,-0.6%
COCCN(C(=O)CSc1nnc(C)n1Cc1ccccc1)c1c(N)n(Cc2ccccc2)c(=O)[nH]c1=O,-9,1,-3,-13,-3,2,2.0,9,1.1%
COc1ccc(NC(=O)O/N=C2/CCCc3ccc(OC)cc32)cc1,4,-16,-5,-7,-1,0,-0.4,-18,1.2%
COCCN(CCOC)S(=O)(=O)c1ccc(C(=O)Nc2nnc(COC)o2)cc1,-19,-1,-5,-6,1,3,-2.0,-32,?
Cc1ccc(N2C(=O)[C@@H]3[C@H](C2=O)C2c4ccccc4C=CN2[C@@H]3C(=O)c2ccco2)cc1 (stereo partly drawn),-2,6,-4,-4,3,7,-0.2,3,2.0%
CC(C)c1ccc(OCC(=O)Nc2ccc(OC(F)(F)F)cc2)cc1,-5,0,-4,-6,5,6,-1.0,-17,0.4%
COc1ccccc1C(=O)NCC(c1cccnc1)N(C)C (stereo not drawn),-2,-7,0,3,-1,1,-0.6,2,2.3%
CCCCn1c(O)c(C(CC)=Nc2ccc3c(c2)CCC3)c(=O)[nH]c1=O,5,14,2,0,-1,2,0.3,3,0.5%
COc1ccc(C(NC(=O)c2c(F)c(F)c(F)c(F)c2F)c2ccccc2)cc1 (stereo not drawn),-2,11,-12,?,2,1,-1.0,11,-2.2%
COc1ccc(Cn2c(=O)c3[nH]cnc3n(-c3ccccc3C)c2=O)cc1,9,3,7,8,1,0,2.0,3,-0.1%
CCOC(=O)c1c(C)c(C(=O)N2CCc3ccccc3C2)c(C)n1CC,12,-6,-4,8,-8,3,-0.2,-12,-1.3%
CCOCC(=O)Nc1ccc(S(=O)(=O)NCC2CCCO2)cc1 (stereo not drawn),17,-21,0,8,-1,4,0.8,13,-0.2%
CC(=O)c1cccc(NC(=O)COc2ccccc2)c1,11,-9,-5,4,-11,2,0.6,-2,1.6%
CCOC(=O)N1CCc2c(sc3nc4n(c(=O)c23)N=C(c2ccc(OC)cc2)CS4)C1,-10,9,-5,19,1,2,0.5,-3,12%
COc1ccc(C(=O)NCc2nnc(SCC(=O)Nc3ccccc3F)o2)cc1,12,-6,0,-2,5,3,-0.3,2,0.1%
NC(=O)C1CCN(C(=O)Cn2cccc2C(=O)c2ccccc2)CC1,0,-5,-9,-11,-3,1,-0.6,-12,0.7%
Fc1cccc(Nc2c3c(nc4ccccc24)CCC3)c1,-53*,-12,-12,-1,-4,6,-0.3,8,1.3%
Cc1cc(=O)n2nc(N3CCCC(C(=O)N4CCc5ccccc54)C3)sc2n1 (stereo not drawn),17,/,-6,3,-1,2,1.5,-16,14%
CCN=C1S/C(=C\c2cc(Cl)c(OC)c(OC)c2)C(=O)N1CC,-1,/,-3,-6,3,1,/,/,0.8%
Cc1ccc2[nH]c(C(=O)O)c(NC(=O)c3ccccc3[N+](=O)[O-])c2c1,-9,-10,-5,5,0,3,1.5,-8,-0.8%
COc1ccccc1C(=O)NCCC(=O)N1CCN(c2ccccc2Cl)CC1,-24,-7,-2,2,-1,5,0.6,22,0.0%
CN(C(=O)/C=C/c1ccc([N+](=O)[O-])s1)c1ccccc1,-22,2,-3,3,-2,3,3.1,21,0.7%
CCOC(=O)c1cccc(NC(=O)Cn2cc3c(n2)CCC(C)C3)c1 (stereo not drawn),1,/,5,-7,3,5,/,/,-1.5%
COc1ccc(S(=O)(=O)N/N=C(/C)c2ccncc2)cc1OC,8,15,10,2,10,-1,0.6,-7,4.6%
CC(C(=O)N(C)Cc1ccccc1)N1CCN(C/C=C/c2ccccc2)CC1 (stereo not drawn),-16,-16,-6,-8,-1,7,69*,69*,2.6%
CN(C(=O)c1cccc(OC2CCN(S(=O)(=O)N(C)C)CC2)c1)C1CCOC1 (stereo not drawn),-17,-1,-7,-8,-4,0,0.1,-8,0.4%
Cc1cc(NC(=O)CC(C)C)c(=O)n(Cc2cccc(F)c2)c1,2,0,2,-1,-3,1,-5.0,-3,0.5%
